TLR4 MyD88 comp: blocks binding of human TLR4 to MyD88. O00206+Q99836. HeLa CL3-4 TLR4/MyD88 BLA complementation, FRET ratio. inhibition, % at 8.4 µM. 200,000 compounds, 0.18% hits. AID 861; in the data active = inhibition above about 25%;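 note: 0% = vehicle and 100% = reference inhibitor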
PMI act satM6P: PMI (human) activation, high substrate; coupled PMI enzyme assay, resazurin fluorescence, 20 min; active compounds read high; 1 = untreated enzyme, 0 = substrate-free blank; activation factor at 20 µM; 190,000 compounds, 0.34% hits;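 active = activation factor of 2 or more at 20 µM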
Target sequence (P34949 whole entry, looked up): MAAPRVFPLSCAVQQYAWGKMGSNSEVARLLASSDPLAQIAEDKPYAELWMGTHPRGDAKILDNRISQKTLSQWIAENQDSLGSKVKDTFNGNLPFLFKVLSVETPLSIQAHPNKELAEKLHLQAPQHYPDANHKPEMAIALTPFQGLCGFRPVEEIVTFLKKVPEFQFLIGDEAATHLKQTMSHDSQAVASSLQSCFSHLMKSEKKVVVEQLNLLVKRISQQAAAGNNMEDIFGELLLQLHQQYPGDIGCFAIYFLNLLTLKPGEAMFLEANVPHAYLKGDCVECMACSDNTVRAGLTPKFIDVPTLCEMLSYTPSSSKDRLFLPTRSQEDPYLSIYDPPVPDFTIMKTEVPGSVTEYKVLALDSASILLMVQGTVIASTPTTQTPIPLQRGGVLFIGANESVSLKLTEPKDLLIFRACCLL
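Test system: human phosphomannose isomerase with PGI, G6PDH, diaphorase coupling enzymes; amount: 15 ng/mL PMI; incubation: enzyme reaction with compound 20 min at room temperature; technique: resorufin fluorescence (Ex 544/Em 590 nm) from resazurin via diaphorase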
Diaph act CS: counter-screen for diaphorase-based assays: diaphorase activators and chemical reducers; activation factor at 20 µM; AID 1229; 190,000 compounds, 0.005% hits; Diaphorase/resazurin coupled assay, resorufin fluorescence, 16 min; active compounds read high; 1 = vehicle wells, 0 = NADH-free wells;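 active = diaphorase activity raised at least twofold by the compound at 20 µM; inactive = activation factor below 2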
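Material: purified diaphorase enzyme from Clostridium kluyveri; Also added: 0.114 mM NADH and 0.1 mM resazurin, final amounts; Doses: single compound dose of 20 µM, 1% DMSO final; Times: 16 min enzyme reaction, ambient temperature; Detection: resorufin fluorescence, excitation 544 nm, emission 590 nm; Measure: increased resorufin signal from activators or reducing compounds.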
G6PDH counter: counter-screen for G6PDH assay hits: L. mesenteroides G6PDH inhibition; 200,000 compounds, 0.12% hits; inhibition, % at 5 µM; Purified L. mesenteroides G6PDH, diaphorase/resazurin coupled fluorescence, 45 min
L major viab: Leishmania major promastigote growth inhibition. Leishmania major promastigotes, resazurin fluorescence viability. inhibition, % at 10 µM. 200,000 compounds, 9% hits;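 note: promastigotes grown with compound for 44 hours at 28 °C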
S1P3 antag: blocks the human S1P3 receptor; Q99500; CHO S1P3 NFAT-BLA reporter, FRET fluorescence, antagonist mode; inhibition, % at 4.98 µM; 170,000 compounds, 0.27% hits; AID 485;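 active = inhibition above the plate cutoff, the mean inhibition of test wells on that plate plus 3 SD, cut at about 28% in these data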;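 note: cells challenged with S1P at its EC80 of 0.8 µM; blue over green emission ratio from cleaved BLA substrate after 4 h stimulation; 0% = S1P-stimulated wells and 100% = unstimulated DMSO-only wells; some compounds past the cut are filed as inactive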
Target sequence (Q99500 whole entry, looked up): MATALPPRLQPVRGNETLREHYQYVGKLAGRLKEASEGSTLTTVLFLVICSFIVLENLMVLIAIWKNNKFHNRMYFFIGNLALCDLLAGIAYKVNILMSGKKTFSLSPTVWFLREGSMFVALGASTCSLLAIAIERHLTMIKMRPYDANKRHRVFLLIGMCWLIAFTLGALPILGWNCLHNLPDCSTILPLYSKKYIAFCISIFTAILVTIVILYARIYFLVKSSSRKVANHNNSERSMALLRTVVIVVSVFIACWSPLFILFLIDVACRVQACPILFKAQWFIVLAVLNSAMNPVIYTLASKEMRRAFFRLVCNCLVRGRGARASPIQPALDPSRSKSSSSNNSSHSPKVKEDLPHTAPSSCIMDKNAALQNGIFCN
Diaph inh CS: inhibits diaphorase or chemically oxidizes, flagging diaphorase assay artifacts | diaphorase resazurin-to-resorufin fluorescence, NADH, 16 min; bacterial (C. kluyveri) enzyme, not human | inhibition, % at 20 µM | 190,000 compounds, 0.69% hits;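 active = primary screen inhibition at 20 µM above a set limit, cut at about 50% in these data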;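 note: plate controls were DMSO with full reaction for no effect and wells lacking NADH for full effect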
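Test system: Clostridium kluyveri diaphorase enzyme / Quantity: diaphorase at 0.14 U/mL in enzyme working solution / Incubation: 16-min room-temperature incubation before reading / Benchmarks: NADH-free wells as positive control, DMSO-only neutral wells / Signal: resorufin fluorescence 544/590 nm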
PMI act: increases human mannose-6-phosphate isomerase activity | P34949 | purified human PMI, coupled resazurin fluorescence, 20 min; active compounds read high; 1 = vehicle control, 0 substrate-free wells | activation factor at 20 µM | 190,000 compounds, 0.005% hits | AID 1214;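 active = activation factor of 2 or more at 20 µM, relative to plate controls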
Hsp70 act: switches on Hsp70 transcription; AID 1203; HeLa Hsp70 promoter luciferase reporter, luminescence; scaled: vehicle 0, proteasome-inhibitor control 100%; 200,000 compounds, 0.04% hits; activation, % at 10 µM;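 active = activation above the mean across all tested compounds plus 3 SD, cutoff set per campaign, cut at about 5.5% in these data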;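 note: 100% = MG132 at 30 µM as the positive control and 0% = DMSO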
RAM network inh: blocks the yeast RAM network. inhibition, % at 50 µM. S. cerevisiae dse1pr::URA3 reporter, 5-FOA growth OD615, 2 d; analog-sensitive cbk1-as2 kinase mutant strain. 190,000 compounds, 1.8% hits. AID 868;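 active = inhibition above a set limit, 3 SD over mean compound inhibition, cut at about 8.4% in these data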;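 note: 0% = DMSO-only wells with no growth and 100% = 10 µM 1-NA-PP1 full growth; inhibition rescues growth on 5-FOA so higher OD means more RAM inhibition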
DTT redox prof: compounds producing H2O2 with reducing agent – biochemical, NIH compound library profiling, artefact control for MLSCN library redox annotation, primary screen | AID 878 | DTT-dependent redox cycling H2O2, phenol red/HRP absorbance; 100% = 100 µM peroxide control, 0% = buffer | activation, % at 10 µM | 200,000 compounds, 0.03% hits;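 active = activation of at least 50% relative to the plate's high and low controls in the primary single-dose screen; inactive = activation below 50%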;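 note: compound incubated with DTT at 0.8 mM final as the reducing agent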
* = called active by the depositor; · = no result given. Cut-off read from the data, not from the text of the source, unless noted: active = inhibition above about 50%; inactive = the rest.

mol,TLR4 MyD88 comp,PMI act satM6P,Diaph act CS,G6PDH counter,L major viab,S1P3 antag,Diaph inh CS,PMI act,Hsp70 act,RAM network inh,DTT redox prof
COc1ccccc1N/N=C/c1c(CO)cnc(C)c1O,-1,2.1*,0.9,-33,1,·,10,1.6,-0.5,·,1.8
CCOC(=O)C(NC(=O)c1cccnc1)(Nc1cccc(C)n1)C(F)(F)F (stereo unspecified),3,1,1,4,-3,5,3,1,-0.1,2.8,1.8
CC(Cc1ccccc1)NC(=O)/C=C/c1ccc([N+](=O)[O-])cc1 (stereo unspecified),-2,0.9,0.7,-4,6,14,27,0.9,-0.3,1.7,0.3
COC(=O)c1ccc(C(=O)N(CCN(C)C)c2nc3c(Cl)cccc3s2)cc1,-4,1.1,0.9,0,16,-1,7,1.1,0.0,1.1,-1.7
CCc1ccc(OCCCC(=O)O)c(Br)c1,7,1,0.9,16,1,-20,10,0.8,-0.3,-0.7,2.3
O=C(Nc1ccccc1C(=O)NCc1ccco1)NC1CCCCC1,-4,1,0.7,1,8,·,27,0.9,-0.2,0.4,-1.4
Cc1ccc(S(=O)(=O)Oc2ccc(/C=N/NC(=O)c3nn(C)cc3[N+](=O)[O-])cc2)cc1,-8,0.9,0.8,8,-4,15,21,0.8,-0.5,-0.1,0.1
CC(C)(C)C(=O)CC(=O)Nc1ccc(Cl)c(N)c1,-5,1,0.9,6,-7,39,11,1,0.0,4.0,-0.2
CCSc1nnc(NC(=O)CN(C)S(=O)(=O)c2ccc(F)cc2)s1,-1,1,0.9,7,12,4,13,1.1,-0.4,3.1,-3.0
CCc1cccc(NC(=O)CCSCCC(=O)Nc2cccc(CC)c2)c1,-9,1,0.9,12,-3,·,10,0.9,-0.5,9.9*,0.0
COc1ccc(CNC(=O)C2CC(=O)N(c3ccc(OCC(=O)N4CCCCC4)cc3)C2)cc1 (stereo unspecified),5,0.9,0.9,14,-5,1,14,0.9,0.1,0.2,2.5
COc1ccc(C(=O)Nc2ccc(C(=O)Nc3nccs3)cc2)cc1[N+](=O)[O-],-6,0.9,0.8,-3,-6,-2,16,0.9,-0.3,4.0,0.0

mol,TLR4 MyD88 comp,PMI act satM6P,Diaph act CS,G6PDH counter,L major viab,S1P3 antag,Diaph inh CS,PMI act,Hsp70 act,RAM network inh,DTT redox prof
COc1cccc(CN(C)C(=O)c2cccnc2SC)c1OC,0,1.1,0.9,5,-8,-15,7,1,-0.2,-0.4,-2.8
Cc1onc(-c2ccccc2)c1C(=O)n1nnc2ccccc21,-9,1,1,14,-2,-5,-2,1,-0.2,2.2,-0.5
CCN1/C(=C/c2ccc3ccc(C)cc3[n+]2CC)Sc2ccccc21,14,1,1.1,4,100*,25,-11,0.8,0.1,-0.4,-0.2
C=C1CCC2C(C)(C)[C@H](O)CC[C@@]2(C)[C@@H]1COc1cc(=O)oc2ccccc12 (stereo partly specified),-9,0.9,0.7,13,98*,-13,26,0.8,0.0,2.7,-0.3
COc1ccc(C(=O)C(OC(=O)c2ccccc2)c2ccccc2)cc1 (stereo unspecified),2,0.9,0.9,6,3,·,14,0.9,-0.3,10*,-0.5
Brc1cc2c(cc1/C=N/Nc1nc3ccccc3s1)OCO2,5,1,0.9,-2,-2,·,12,0.9,0.1,6.0,-8.5
COc1ccc(NC(=O)CSc2nnc(N)s2)cc1,-4,0.9,0.9,3,0,-7,8,0.9,-0.1,0.8,0.1
O=C(CSc1nnc(Cc2cccs2)n1C1CCCCC1)N1CCCc2ccccc21,3,1,0.9,11,95*,10,5,0.9,-0.3,1.3,0.5
N#CC1=C(N)N(c2ccc(Oc3ccccc3)cc2)C(=O)C1,5,0.8,0.7,-23,91*,-23,32,0.8,-0.3,2.9,2.2
CCOc1ccc(N2C(=O)CSC23CCCCC3)cc1,-5,1,1,10,4,-18,0,1,-0.3,2.1,-0.2
CC(C)(C)S(=O)c1cccs1 (stereo unspecified),10,1.1,1,-2,2,·,5,1,-0.3,0.1,0.3
CCC(=O)NCCNc1ccc([N+](=O)[O-])cn1,5,1,0.9,-12,-5,14,14,1,-0.1,0.6,0.0

mol,TLR4 MyD88 comp,PMI act satM6P,Diaph act CS,G6PDH counter,L major viab,S1P3 antag,Diaph inh CS,PMI act,Hsp70 act,RAM network inh,DTT redox prof
Cc1ccc(CNC(=O)Nc2ccc3c(c2)N(C)C(=O)CS3)cc1,4,1,1,-5,7,-4,0,1,0.5,5.6,0.3
Cc1c(-c2ccccc2)cn2c1-c1ccc(C)n1CC2,-2,1,0.8,5,3,·,16,1.1,-0.3,3.9,2.0
CC1(C)CC(=O)c2cnc(N3CCN(c4ccccc4)CC3)nc2C1,-7,0.9,0.8,7,3,5,18,1,-0.3,4.1,0.1
CCN1CNC(=S)N(c2ccccc2OC)C1,-9,1,1,13,-5,2,-2,0.9,-0.4,0.8,0.4
COc1ccc(C(=O)Cc2nnc(C)s2)c(OC)c1,-15,0.8,0.9,5,-7,-15,10,0.9,-0.4,-0.3,-0.6
Nc1nccc(/C=C/c2c(F)cccc2Cl)n1,14,1.1,1,3,13,10,2,1,0.1,0.2,-1.9
Cc1cc(NC(=O)CN2C(=O)NC3(CCC(C)CC3)C2=O)no1 (stereo unspecified),2,1,0.9,-10,-4,-7,8,1,-0.6,0.9,-0.9
Cc1c(/C(O)=C2/C(=O)C(=O)N(CCN3CCOCC3)C2c2ccccn2)cnn1-c1ccccc1 (stereo unspecified),-9,1.1,0.9,8,-5,-31,10,1.4,-0.4,-1.0,-1.0
COc1ccc(-c2nnc(NC(=O)C(C)C)o2)cc1,3,1,0.9,7,-2,-6,13,1,-0.4,1.6,-1.8
O=C(N1CCCC1)C12CC3CC(C1)CC(C(=O)N1CCCC1)(C3)C2,6,0.8,0.9,6,-2,-6,8,0.9,0.0,-0.1,-0.3
S=c1[nH]nc(CSc2nc3ccccc3s2)n1Cc1ccccc1,-8,1.1,0.8,4,-10,·,22,1.1,0.0,4.3,0.0
Cc1ccc(CNC(=O)Cn2cncn2)cc1,4,1.1,0.9,5,-11,·,10,1,0.0,2.5,14

mol,TLR4 MyD88 comp,PMI act satM6P,Diaph act CS,G6PDH counter,L major viab,S1P3 antag,Diaph inh CS,PMI act,Hsp70 act,RAM network inh,DTT redox prof
CCSCc1nnc(SCC(=O)Nc2cccc(SC)c2)n1C,9,0.8,0.7,27,-2,-16,26,0.8,0.3,-0.2,0.9
Cc1nc(-c2ccccc2)nc2[nH]c(C(C)C)cc(=O)c12,18,0.8,0.8,-11,29,0,25,0.9,0.0,4.9,-0.5
CCOc1ccc(C(=O)NCC(=O)Nc2ccc(N3CCOCC3)cc2)cc1OCC,-9,1,1,4,0,-3,-4,0.9,0.1,-0.4,0.3
CN(C)C(=O)Cn1c(SCC(=O)Nc2ccc3c(c2)OCO3)nc2ccccc21,8,1,1,6,-7,·,-1,1.1,-0.2,0.6,0.3
CC(C)C(=O)N1CCC(CN=Cc2c(O)n(C3CCCCC3)c(=O)n(C3CCCCC3)c2=O)CC1,7,0.9,0.7,2,100*,16,28,0.8,-0.2,0.7,-3.7
COc1cc2[nH]c(=O)n(CCC(=O)N3CCN(c4cccc(C)c4C)CC3)c(=O)c2cc1OC,2,0.9,0.9,3,13,·,8,0.9,-0.3,0.8,-3.3
CC(=O)C(Cc1ccccc1)NC(=O)CN1CCc2ccccc2C1 (stereo unspecified),-5,1.1,1,9,11,5,0,1.1,-0.3,1.4,-1.3
Cc1cccc(C)c1NC(=O)COC(=O)CSc1nnc(N)s1,6,1.1,1,6,-5,-3,-4,1,-0.3,1.1,0.5
O=C(c1ccccc1F)N(Cc1nc2ccccc2c(=O)[nH]1)C1CCCC1,15,1,1,7,-2,-3,4,1,-0.2,0.4,-0.5
O=C(NC1CCCCC1NC(=O)c1cccs1)c1cccs1 (stereo unspecified),-6,1.1,1.1,6,-3,-18,-7,1,-0.3,7.3,-3.0
COc1ccc(C(=O)N2CCC(c3ccccc3)CC2)c(OC)c1OC,-9,1,0.9,-5,1,-7,7,1,0.1,4.2,0.8
CCCCn1c2nc3ccccc3nc2c2c(=O)n(CCC)cnc21,-7,0.9,1,3,1,-58,5,1,-0.6,0.4,-1.3

mol,TLR4 MyD88 comp,PMI act satM6P,Diaph act CS,G6PDH counter,L major viab,S1P3 antag,Diaph inh CS,PMI act,Hsp70 act,RAM network inh,DTT redox prof
Cc1ccc(NC2Nc3cc(C)nn3S2)c(C)c1 (stereo unspecified),-10,0.7,0.8,9,15,-4,18,0.2,0.1,0.1,-1.1
COc1ccc(C(=O)Cc2ccc(OC)c(OC)c2)cc1,1,1,1.1,5,-1,·,-7,1.1,-0.2,4.2,-0.1
O=C(COc1ccccc1)NCc1n[nH]c(=S)n1-c1ccccc1,0,0.9,0.9,3,-7,-2,9,0.9,0.2,-0.4,-0.1
CCN(CC)CCN1C(=O)C(=O)/C(=C(/O)c2c(C)[nH]c(C(=O)OC)c2C)C1c1ccco1 (stereo unspecified),5,1,0.9,9,2,·,13,1.1,0.0,1.8,-2.5
CCC(=O)NC(c1ccccc1Cl)c1c(O)ccc2ccccc12 (stereo unspecified),4,0.8,0.9,25,22,-2,14,0.8,-0.2,1.6,0.4
Nn1c(SCc2nc3ccccc3[nH]2)nnc1-c1cccnc1,6,0.9,0.9,8,-5,·,9,1,-0.2,0.8,-1.3
CC(C)c1cccc(C(C)C)c1NC(=O)COC(=O)c1ccc2c(c1)S(=O)(=O)c1ccccc1C2=O,7,1,0.9,13,-2,-16,11,1,-0.1,5.3,-0.1
Cn1c(CNS(=O)(=O)c2ccc(Br)cc2)n[nH]c1=S,-2,1.1,0.9,22,-5,·,6,1.1,0.4,0.0,2.1
Cc1ccc(C(=O)COC(=O)C2CC(=O)N(c3nc(-c4ccccc4)cs3)C2)cc1C (stereo unspecified),9,1,0.9,1,-2,·,12,1,-0.4,6.7,-0.1
COc1ccc(NC(=O)c2cccc(-n3c(C)ccc3C)c2)c(OC)c1,-2,0.9,1,-4,63*,4,5,1,-0.5,-1.9,0.1
Oc1cccc(Nc2nc(NCC3CCCO3)c3ccccc3n2)c1 (stereo unspecified),-1,1,1.1,-17,100*,-33,-11,1,0.0,0.5,2.0

Random draw from the library. Share with any hit: about 12%.
